APP 5'UTR act: activates APP 5'UTR luciferase reporter. 190,000 tested, 1% active. activation, % at 2 µM. SH-SY5Y APP 5'UTR luciferase reporter, luminescence; zero percent = DMSO vehicle wells. AID 1276;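 active means activation above a set limit, based on mean plus 3 SD of controls, cut at about 140% in these data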; further: values of inactives mirror those of a sister screen read the other way
Hsp70 activator: switches on Hsp70 transcription; 200,000 tested, 0.04% active; activation, % at 10 µM; HeLa Hsp70 promoter luciferase reporter, luminescence; scaled: vehicle 0, proteasome-inhibitor control 100%; AID 1203;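 active means activation above the mean across all tested compounds plus 3 SD, cutoff set per campaign, cut at about 5.5% in these data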;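 further: 100% = MG132 at 30 µM as the positive control and 0% = DMSO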
STAT3 act: STAT3 signaling activation. U3A cells, IL-6 STAT3-luciferase reporter, luminescence; 100% = signal with IL-6 EC80 alone. activation (% of control), % at 5.6 µM. 190,000 tested, 0.91% active. AID 871;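 active means activation above the screen-wide mean of compound activation plus 3 SD, cut at about 130% in these data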;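 further: 0% = background luminescence of wells with medium and substrate only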
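system = STAT3-luciferase reporter U3A cells | reagent = IL-6 stimulus at 33 ng/mL final | timing = 1 h compound pre-exposure, 6 h IL-6 stimulation, 37 °C | measured by = luminescence | evaluation = % activation versus median of IL-6-stimulated wells | control set = IL-6-only wells as 100% reference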
TLR4-MyD88 BLA: inhibitors of human TLR4-MyD88 binding. HeLa CL3-4 TLR4/MyD88 BLA complementation, FRET ratio. inhibition, % at 8.4 µM. 200,000 tested, 0.18% active; in the data active means inhibition above about 25%;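 further: 0% = vehicle and 100% = reference inhibitor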
Target sequence (O00206 whole entry, looked up): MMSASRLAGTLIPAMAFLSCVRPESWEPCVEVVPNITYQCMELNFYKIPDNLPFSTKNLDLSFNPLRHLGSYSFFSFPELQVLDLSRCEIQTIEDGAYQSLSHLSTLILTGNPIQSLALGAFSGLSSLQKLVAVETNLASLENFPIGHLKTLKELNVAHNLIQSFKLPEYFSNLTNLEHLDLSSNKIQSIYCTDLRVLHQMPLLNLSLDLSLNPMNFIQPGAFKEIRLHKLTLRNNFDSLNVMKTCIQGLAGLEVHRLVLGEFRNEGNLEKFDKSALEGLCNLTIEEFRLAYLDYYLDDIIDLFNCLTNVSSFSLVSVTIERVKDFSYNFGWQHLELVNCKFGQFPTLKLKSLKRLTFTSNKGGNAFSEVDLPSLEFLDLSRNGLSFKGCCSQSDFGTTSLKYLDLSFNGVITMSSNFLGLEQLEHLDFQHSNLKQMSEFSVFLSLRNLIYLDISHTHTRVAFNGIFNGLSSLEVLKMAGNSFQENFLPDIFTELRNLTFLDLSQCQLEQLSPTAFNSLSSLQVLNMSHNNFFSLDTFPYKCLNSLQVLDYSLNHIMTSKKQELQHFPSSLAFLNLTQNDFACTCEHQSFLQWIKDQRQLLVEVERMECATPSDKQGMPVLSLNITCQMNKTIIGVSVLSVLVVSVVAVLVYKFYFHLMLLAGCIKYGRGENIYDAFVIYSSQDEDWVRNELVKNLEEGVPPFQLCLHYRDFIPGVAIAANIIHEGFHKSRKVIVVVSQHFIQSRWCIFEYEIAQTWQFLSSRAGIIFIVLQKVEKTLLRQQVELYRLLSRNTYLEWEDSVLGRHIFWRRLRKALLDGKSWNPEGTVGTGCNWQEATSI
Target sequence (Q99836 whole entry, looked up): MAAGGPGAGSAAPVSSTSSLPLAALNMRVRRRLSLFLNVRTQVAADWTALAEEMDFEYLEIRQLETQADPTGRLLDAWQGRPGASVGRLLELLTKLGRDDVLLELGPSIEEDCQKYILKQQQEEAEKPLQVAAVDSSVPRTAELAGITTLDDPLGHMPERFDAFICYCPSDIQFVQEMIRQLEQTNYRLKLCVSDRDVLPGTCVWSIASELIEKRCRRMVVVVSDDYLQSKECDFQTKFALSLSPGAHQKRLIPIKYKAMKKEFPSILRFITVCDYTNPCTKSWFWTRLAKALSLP
STAT1 act: activators of IFN-gamma induced STAT1 signaling. NIH 3T3 STAT1-luciferase reporter, luminescence; 100% = IFN-gamma alone, no compound. activation (% of control), % at 5.5 µM. 200,000 tested, 2.6% active. AID 932;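 active means activation above the screen-wide mean activation plus 3 SD, cut at about 130% in these data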;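 further: raw ratio to IFN-gamma control signal so 100% means no change and 0% no light; values of inactives mirror those of a sister screen read the other way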
Redox H2O2 prof: compounds producing H2O2 with reducing agent – biochemical, NIH compound library profiling, artefact control for MLSCN library redox annotation, primary screen. AID 878. 200,000 tested, 0.03% active. activation, % at 10 µM. DTT-dependent redox cycling H2O2, phenol red/HRP absorbance; 100% = 100 µM peroxide control, 0% = buffer;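 active means activation of at least 50% relative to the plate's high and low controls in the primary single-dose screen; inactive means activation below 50%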;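 further: compound incubated with DTT at 0.8 mM final as the reducing agent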
STAT3 inh: reduces IL-6 driven STAT3 reporter signal | U3A cells, IL-6 STAT3-luciferase reporter, luminescence; host cell line lacks STAT1 | inhibition, % at 5.5 µM | 190,000 tested, 0.89% active | AID 862;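 active means inhibition above the mean inhibition across all screened compounds plus 3 SD, cut at about 44% in these data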;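 further: 0% = DMSO only wells and 100% = 100 µM nifuroxazide control wells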
STAT1 inh: reduces IFN-gamma driven STAT1 reporter signal | NIH 3T3 STAT1-luciferase reporter, luminescence | inhibition, % at 5.5 µM | 200,000 tested, 0.35% active | AID 920;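 active means inhibition above a set limit, the mean inhibition across all tested compounds plus 3 SD, cut at about 34% in these data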;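 further: 0% = IFN-gamma with DMSO and 100% = IFN-gamma with 300 µM nifuroxazide; values of inactives mirror those of a sister screen read the other way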
Efa HMGR inh: E. faecalis class II HMG-CoA reductase inhibition. purified E. faecalis HMGR, NADPH absorbance 340 nm kinetic. inhibition, % at 10 µM. 190,000 tested, 0.41% active;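 active means inhibition above a set limit, the median over all tested compounds plus 3 SD, cut at about 9.5% in these data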;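 further: enzyme runs in reverse so mevalonate oxidation gives rising NADPH absorbance; 0% = complete reaction with DMSO and 100% = background rate lacking mevalonate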
NF-kB neuron act: NF-kB expression increase, human neuronal cells; NF-kB reporter expression; hits give high values; fold change at 12.5 µM; 190,000 tested, 1.6% active; AID 1239; in the data active means fold change above about 3.3
The depositor's hits bear a star; . = not tested or not shown.

SMILES	APP 5'UTR act	Hsp70 activator	STAT3 act	TLR4-MyD88 BLA	STAT1 act	Redox H2O2 prof	STAT3 inh	STAT1 inh	Efa HMGR inh	NF-kB neuron act
COc1cccc(C(=O)/C=C/c2ccc(SC)cc2)c1	4	0.3	93	11	95	-5.0	14	5	1	1.3
O=C(CSCc1c[nH]c(=O)[nH]c1=O)OCC(=O)c1ccc(Br)cc1	3	-0.2	95	-18	107	-0.7	10	-9	-4	1.2
Cc1ccc(Nc2nc(CSc3nnnn3-c3ccccc3)cc(=O)[nH]2)cc1	3	-0.1	131	-1	102	0.1	-36	-2	-3	0.8
Cc1cccc(-c2nnc(SCc3nc4ccccc4[nH]3)n2Cc2ccco2)c1	1	-0.2	93	3	84	1.7	18	18	-6	0.53
O=C(O)CCCNc1n[nH]c(=O)[nH]c1=O	16	-0.2	103	3	105	2.8	2	-6	0	1.2
CCCCn1c(SCC(=O)N(C)C)nnc1-c1ccncc1	2	-0.3	98	2	106	-2.2	7	-7	0	1
COc1ccc(-c2nnc(OCc3nc4ccccc4n3C)c3ccccc23)cc1	-4	-0.3	118	3	99	-0.1	-17	1	-4	0.68
Cn1nnnc1SCC(=O)Nc1cccc([N+](=O)[O-])c1	-3	0.0	105	5	101	-0.8	-3	-3	3	1.1
O=C(NCc1cccc(Cl)c1)NCc1cccc(Cl)c1	-15	0.5	119	-8	121	-0.2	-20	-24	2	1
CCOC(=O)c1ccc(NC(=O)CSc2nnc(COc3ccccc3OC)n2CC)cc1	2	-0.4	101	-10	103	5.8	8	-4	-5	0.87
CCC(C)N1CCCCC1C(=O)Nc1c(C)cc(C)cc1C (configuration not stated)	11	0.1	102	12	102	1.5	1	-3	-4	0.84
Cc1ccc(C(=O)COC(=O)c2ccccc2N2C(=O)C3C4CCC(C4)C3C2=O)cc1C (configuration not stated)	-4	0.1	97	2	96	2.9	10	5	-8	1.1
COc1ccc(Nc2nc(NCC3CCCO3)c3ccccc3n2)c(OC)c1 (configuration not stated)	13	-0.2	87	5	93	0.6	22	6	5	1.1
COc1cccc(NC(=O)c2ccccc2-c2nc(-c3cccc(C)c3)no2)c1	14	0.0	110	-14	108	0.1	-7	-8	3	0.65
CCCCn1c(-c2ccccc2)cnc1SCC(=O)NCCc1ccc(OC)c(OC)c1	.	0.1	112	-9	134*	1.6	-9	-38	2	1.1
Cc1ccc(-n2c(Cc3ccccc3)n[nH]c2=S)c(C)c1	-1	0.0	90	-12	90	-1.2	20	11	-8	0.82
COc1ccc(CCNC(=O)Cc2cc(=O)[nH]c(=O)[nH]2)cc1OC	5	-0.2	98	-1	101	-1.5	7	-1	3	1.1
CC1CC(N(C(=O)c2ccco2)c2ccccc2)c2ccccc2N1 (configuration not stated)	-1	0.0	105	-6	97	2.2	-2	3	3	0.76
COCC(=O)N(Cc1cc2cc(OC)ccc2[nH]c1=O)c1ccc(C)cc1	0	-0.1	95	-6	104	-0.6	6	-5	0	1
COc1ccc(OC)c(S(=O)(=O)n2cccn2)c1	9	-0.1	96	-9	101	0.4	7	-1	-4	1

Rewritten with bars between the fields: entries from further up.
SMILES | APP 5'UTR act | Hsp70 activator | STAT3 act | TLR4-MyD88 BLA | STAT1 act | Redox H2O2 prof | STAT3 inh | STAT1 inh | Efa HMGR inh | NF-kB neuron act
O=C(NCc1cccc(Cl)c1)NCc1cccc(Cl)c1 | -15 | 0.5 | 119 | -8 | 121 | -0.2 | -20 | -24 | 2 | 1
Cc1ccc(Nc2nc(CSc3nnnn3-c3ccccc3)cc(=O)[nH]2)cc1 | 3 | -0.1 | 131 | -1 | 102 | 0.1 | -36 | -2 | -3 | 0.8
COc1ccc(-c2nnc(OCc3nc4ccccc4n3C)c3ccccc23)cc1 | -4 | -0.3 | 118 | 3 | 99 | -0.1 | -17 | 1 | -4 | 0.68

The results go on.
SMILES	APP 5'UTR act	Hsp70 activator	STAT3 act	TLR4-MyD88 BLA	STAT1 act	Redox H2O2 prof	STAT3 inh	STAT1 inh	Efa HMGR inh	NF-kB neuron act
CCNc1nc(NC(C)C)nc(N(C#N)C(C)C(=O)N(C)C)n1 (configuration not stated)	-3	-0.3	105	-5	93	0.1	-2	7	-4	1.1
CCN(CC)CCNC(=O)c1cccc(NC(=O)C(=O)c2cc(Br)ccc2NC(C)=O)c1	-16	-0.5	103	-2	104	-0.1	-3	-6	-5	0.94
COc1ccc(C/C(C)=N/NS(=O)(=O)c2ccc(Br)cc2)cc1	-4	-0.2	90	12	106	0.7	22	-8	15*	1.2
CCCCN(CC)CCCNC(=O)CN1C(=O)CSc2ccc(S(=O)(=O)N3CCOCC3)cc21	-4	-0.2	100	-3	95	0.2	2	4	-3	1.1
C[C@H](Nc1ncnc2sc3c(c12)CCC3)C(=O)O	-2	0.7	97	6	100	0.9	7	0	-9	1
CCCCN(CC)C(=S)Nc1ccc2nc(N3CCN(C)CC3)cc(C)c2c1	5	-0.2	95	-5	89	-2.9	6	12	-6	0.68
CC(=O)Nc1ccc(S(=O)(=O)N2CCN(c3ccccn3)CC2)cc1	2	-0.3	96	-7	92	-0.4	11	9	4	0.84
Cc1cc(C)c(C#N)c(SCC(=O)c2ccc(Cl)cc2Cl)n1	-14	-0.1	80	-24	106	-2.5	27	-7	-2	0.95
CC(C)C(=O)N(c1cc2sc(=O)oc2c2ccccc12)S(=O)(=O)c1cccs1	2	-0.3	104	9	107	0.1	1	-8	0	0.9
CCCN1C(=O)C2C(C(=O)Nc3cccc(OC)c3)C3C=CC2(O3)C1C(=O)NC1CCCCC1 (configuration not stated)	3	-0.2	95	0	106	0.0	10	-7	4	1.2

Whole records from above.
`Cc1ccc(-n2c(Cc3ccccc3)n[nH]c2=S)c(C)c1` in the list: APP 5'UTR act = -1; Hsp70 activator = 0.0; STAT3 act = 90; TLR4-MyD88 BLA = -12; STAT1 act = 90; Redox H2O2 prof = -1.2; STAT3 inh = 20; STAT1 inh = 11; Efa HMGR inh = -8; NF-kB neuron act = 0.82
`COc1ccc(Nc2nc(NCC3CCCO3)c3ccccc3n2)c(OC)c1` (configuration not stated) in the list: APP 5'UTR act = 13; Hsp70 activator = -0.2; STAT3 act = 87; TLR4-MyD88 BLA = 5; STAT1 act = 93; Redox H2O2 prof = 0.6; STAT3 inh = 22; STAT1 inh = 6; Efa HMGR inh = 5; NF-kB neuron act = 1.1

(continued)
SMILES	APP 5'UTR act	Hsp70 activator	STAT3 act	TLR4-MyD88 BLA	STAT1 act	Redox H2O2 prof	STAT3 inh	STAT1 inh	Efa HMGR inh	NF-kB neuron act
CC(C)n1c2ccccc2c2cc([N+](=O)[O-])ccc21	-18	-0.4	95	-5	103	0.4	5	-3	-3	1.2
O=C(Cn1nc(C(F)(F)F)c2c1CCC2)NC1CCCCC1	8	0.1	104	-10	96	-0.3	2	4	0	1
CCOc1ccc(NC(=O)c2cc3c(=O)n(C)c4ccccc4c3n2C)cc1	12	0.0	78	-8	97	-0.6	34	3	2	1.1
CCn1c(-c2ccccc2)c(C(=O)CCl)c2ccccc21	3	-0.3	97	17	73	0.1	6	28	-2	0.13
CCOc1nc(Nc2ccc(OC)cc2)nc(OCC)n1	10	-0.4	99	15	96	0.1	-2	5	0	0.38
COCCCn1c(SCC(=O)Nc2cccc(C(=O)OC)c2)nnc1-c1ccncc1	-11	0.3	106	-7	99	-0.8	-2	1	-4	1.1
CCOC(=O)C1=C(N)N(c2ccccc2)C(=O)C1	12	0.0	96	5	104	0.1	9	-4	-11	0.98
COc1ccc(-c2[nH]ncc2CN(C)Cc2cccnc2)c(OC)c1	-1	-0.1	105	-20	95	-0.4	-2	4	-2	1.2
CN1C(=O)CC(N2CCN(c3ccc(Cl)cc3)CC2)C1=O (configuration not stated)	-16	-0.2	94	-6	92	0.1	5	8	1	1.2
CCOC(=O)c1ccccc1NC(=O)Cc1sc(-c2cccnc2)nc1-c1ccc(C)cc1	15	-0.3	106	3	98	0.1	-7	3	-6	0.48
O=S(=O)(c1ccccc1)n1cc(-c2ccccn2)c(N2CCOCC2)n1	213*	-0.2	102	9	104	-2.0	0	-5	-9	1.1
c1ccc(C2Nc3ccccc3Oc3ccccc32)cc1 (configuration not stated)	-28	-0.2	97	12	102	-0.6	7	0	-4	1.1
CCOC(=O)c1[nH]c(C)c(C(=O)Nc2ccc3c(c2)OCCO3)c1C	28	0.0	93	-10	101	0.1	14	-1	-2	1.2
CC(C)OC(=O)CSc1ncnc2c1cnn2-c1ccccc1	-3	0.2	92	6	120	-0.2	12	-22	-7	1.6
COc1ccc(/C=N/OCC(=O)N(Cc2ccc(OC)cc2)c2ccccc2C(=O)O)cc1	0	-0.2	98	-1	98	-0.2	6	2	-1	1.1
Cc1nc(S(=O)(=O)N(C)Cc2ccccc2)c(C#N)c(C)c1Cl	5	-0.1	87	-4	98	-0.6	19	3	-4	1.1
Cc1nnc2sc(-c3ccc(NC(=O)c4ccc(-c5ccc(Cl)cc5Cl)o4)cc3)nn12	-1	-0.2	101	-8	99	2.6	2	2	.	.
CC(CCc1ccccc1)NCC(O)COc1ccccc1 (configuration not stated)	31	-0.3	96	-2	102	-2.0	7	-3	-6	0.66
COc1cccc(CNC(=O)CCC2CCCN(C(=O)c3cc(C4CC4)[nH]n3)C2)c1 (configuration not stated)	13	0.7	98	5	110	-1.5	6	-13	-5	1.9
CC1CC(C)CN(C(=O)CNS(=O)(=O)c2ccc(Br)s2)C1 (configuration not stated)	7	-0.2	102	-9	98	-3.9	3	2	-4	1
Cc1cc(C)nc(-n2cc(C(=O)c3cc(F)ccc3O)cn2)n1	12	-0.2	92	0	105	-0.4	11	-5	-2	0.95
COc1ccccc1S(=O)(=O)Cc1ccc(C(=O)N2CCN(c3ccccc3)CC2)o1	13	-0.4	97	-14	104	3.4	13	-4	8	0.53
O=C(NCCNc1ccc([N+](=O)[O-])cc1)c1ccccc1Br	-22	-0.1	100	-2	98	1.9	10	2	0	0.99
C=CCn1c(SCC(=O)Nc2cc(C)on2)nnc1C1COc2ccccc2O1 (configuration not stated)	-21	0.1	102	0	98	-0.7	3	4	0	1
CNC(=S)N(Cc1ccc(OC)cc1)C1CC(=O)N(c2ccc(OC)cc2)C1=O (configuration not stated)	.	-0.3	95	-6	94	0.7	11	6	0	1.1
CCCCOc1ccc(C(C)NC(=O)CCS(=O)(=O)Cc2ccc(Cl)cc2)cc1 (configuration not stated)	-11	-0.4	104	-12	93	-0.1	-1	7	-2	1.1

Screens (PubChem)
